# Screens deposited in PubChem by National Center for Advancing Translational Sciences (NCATS).
# POLB inh = qHTS Assay for Inhibitors of DNA Polymerase Beta | Pol beta primer extension/strand displacement, fluorescence kinetic | Potency, µM (highest dose often 114 µM), for the others: top-dose activity change, negative = inhibition, most hits filed as inhibitors | 340,000 tested, 1.3% active | AID 485314, 2010; note: potency is the fitted concentration of half-maximal effect; % is set by controls: 0 for no effect and ±100 for the full control effect
#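 Enzyme-only controls used 10 nM Pol beta; buffer lacking enzyme served as negative control. Compound preincubated 15 min, then 50 nM substrate added; 0 and 10 min reads at room temperature.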
# Pol iota inh = qHTS for Inhibitors of Polymerase Iota | DNA polymerase iota (Homo sapiens), Q9UNA4 | Pol iota fluorescent replication assay, 10 min | Potency, µM (top dose mostly 115 µM), without a hit: top-dose activity, negative = inhibition, hits mostly inhibitors | 390,000 tested, 1% active; note: potency is the fitted concentration of half-maximal effect
# Target sequence (Q9UNA4 whole entry, looked up): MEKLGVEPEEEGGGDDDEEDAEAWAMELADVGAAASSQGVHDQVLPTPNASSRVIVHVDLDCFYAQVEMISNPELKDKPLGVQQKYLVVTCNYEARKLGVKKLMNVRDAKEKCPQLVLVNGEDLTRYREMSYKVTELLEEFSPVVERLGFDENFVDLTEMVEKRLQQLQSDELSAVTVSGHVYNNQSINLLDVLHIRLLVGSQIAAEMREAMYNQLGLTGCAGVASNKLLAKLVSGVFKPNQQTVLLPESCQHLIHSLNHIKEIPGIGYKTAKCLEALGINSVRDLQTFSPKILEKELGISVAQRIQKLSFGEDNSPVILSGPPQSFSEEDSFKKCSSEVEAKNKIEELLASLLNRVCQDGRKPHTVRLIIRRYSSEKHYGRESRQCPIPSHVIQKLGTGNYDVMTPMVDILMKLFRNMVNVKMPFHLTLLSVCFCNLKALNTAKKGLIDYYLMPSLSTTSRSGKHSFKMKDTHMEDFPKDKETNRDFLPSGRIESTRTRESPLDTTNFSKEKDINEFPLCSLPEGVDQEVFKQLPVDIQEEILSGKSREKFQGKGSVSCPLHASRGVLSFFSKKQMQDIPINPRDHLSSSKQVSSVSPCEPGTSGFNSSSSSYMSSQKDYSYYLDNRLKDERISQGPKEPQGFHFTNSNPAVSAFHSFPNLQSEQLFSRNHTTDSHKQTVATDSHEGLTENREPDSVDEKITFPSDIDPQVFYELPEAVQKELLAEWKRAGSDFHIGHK
#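 Pol iota at 10 nM preincubated 15 min with compounds at room temperature; reaction started with fluorescent substrate, 50 nM final. Fluorescence read kinetically at 0 and 10 min; buffer-only wells as negative control.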
# Pol eta inh = qHTS for Inhibitors of Polymerase Eta. DNA polymerase eta (Homo sapiens), Q9Y253. recombinant Pol eta, fluorescent DNA replication assay. Potency, µM (series often up to 114 µM), inactives show top-dose activity change, negative = inhibition, usual class: inhibitors. 390,000 tested, 1.2% active; note: potency is the fitted concentration of half-maximal effect; % is set by controls: 0 for no effect and ±100 for the full control effect
#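 Pol eta (10 nM) was preincubated with compounds for 15 min at room temperature, after which fluorescent replication substrate (50 nM final) was added to start the reaction. Fluorescence was read kinetically at 0 and 10 min.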
# POLK inh = qHTS for Inhibitors of Polymerase Kappa; DNA polymerase kappa (Homo sapiens), Q9UBT6; purified Pol kappa, fluorescent DNA synthesis assay, 10 min; Potency, µM (titrated, usually from 107 µM), for the others: at the top dose activity, negative = inhibition, usual class: inhibitors; 400,000 tested, 0.53% active; note: potency is the fitted concentration of half-maximal effect; % is set by controls: 0 for no effect and ±100 for the full control effect
#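 Pol kappa 10 nM + cpd, 15 min RT; start w/ substrate 50 nM final; fluorescence kinetic read, 0 and 10 min. Neg ctrl: buffer, no enzyme.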
# Anesthetic bind = qHTS Assay for Identification of Novel General Anesthetics; apoferritin/1-aminoanthracene competitive binding, fluorescence; Potency, µM (series often up to 77.5 µM), for the others: at the top dose activity change, negative = displacement, usual class: inhibitors; 350,000 tested, 0.074% active; Ferritin light chain (Equus caballus), P02791; note: potency is the fitted concentration of half-maximal effect; % is set by controls: 0 for no effect and ±100 for the full control effect; nearly all actives have a fitted effect of over 20% in size
# Target sequence (P02791 2-175 limits assumed): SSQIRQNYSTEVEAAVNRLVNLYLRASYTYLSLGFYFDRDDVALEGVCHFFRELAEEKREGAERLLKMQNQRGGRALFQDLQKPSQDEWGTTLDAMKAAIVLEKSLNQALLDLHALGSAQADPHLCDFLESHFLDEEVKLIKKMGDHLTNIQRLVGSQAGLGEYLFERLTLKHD
#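 Read-out: endpoint 1-AMA fluorescence, excitation 380 nm and emission 535 nm, after compounds sit 10 min at room temperature with 10 uM horse-spleen apoferritin in 50% saturated 1-AMA/PBS. Values come from four-parameter Hill fits.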
# BLM inh = qHTS Assay for Inhibitors of Bloom's syndrome helicase (BLM). recombinant BLM DNA unwinding, fluorescence dequenching. Potency, µM (doses to about 56.1 µM), inactives show at the top dose activity change, negative = inhibition, most hits filed as inhibitors. 350,000 tested, 0.2% active. AID 2528, 2010;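 note: potency is the fitted concentration of half-maximal effect; plate controls were vehicle for no effect and no enzyme for full effect; nearly all actives have a fitted effect of over 35% in size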
# APEX1 inh = qHTS Assay for Inhibitors of the Human Apurinic/apyrimidinic Endonuclease 1 (APE1); 350,000 tested, 0.35% active; DNA repair nuclease/redox regulator APEX1 (Homo sapiens), P27695; recombinant APE1, TAMRA/BHQ-2 abasic DNA cleavage fluorescence; Potency, µM (series often up to 65.8 µM), inactives show at the top dose activity change, negative = inhibition, actives largely listed as inhibitors;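 note: potency is the fitted concentration of half-maximal effect; plate controls were vehicle for no effect and reference inhibitor for full effect; nearly all actives have a fitted effect of over 55% in size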
#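 Endonuclease cleavage of a quenched abasic-site DNA duplex (50 nM) by APE1 (0.75 nM) was tracked by TAMRA dequenching. Compounds were preincubated with enzyme 15 min at room temperature; data normalized to buffer-only and DMSO wells plus NSC13755 control.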
# Glioma ERSR ind = qHTS for Inducers of the Endoplasmic Reticulum Stress Response (ERSR) in Human Glioma: qHTS; U87-MG GRP78 promoter luciferase reporter, 16 h; AID 602332, 2012; 420,000 tested, 0.02% active; Potency, µM, without a hit: top-dose activation, hits mostly activators; note: potency is the fitted concentration of half-maximal effect; series mostly up to about 76 µM; % of control where 0% means no effect; nearly all actives have a fitted effect of over 35% in size
#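 Stably transfected U87-MG human glioma cells carrying a GRP78-based luminescent sensor were seeded at 1000 cells/well, pin-dosed with compounds and incubated 16 h. Luciferase reagent was then added, and end-point luminescence was read after 10 min at room temperature.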
# LDHA inh = qHTS assay for inhibitors of human lactate dehydrogenase | L-lactate dehydrogenase A chain (Homo sapiens), P00338 | purified LDHA, NADH/diaphorase-resazurin fluorescence; active compounds read low | activity change, % (values are at about 110 or 230 µM) | 480,000 tested, 0.15% active; in the data active = activity change below about -30%; inconclusive = mostly about -25% to -30%;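 note: plate controls were DMSO wells for no effect and wells without enzyme for full effect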
#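 Human LDH5 (2 nM) was incubated with 0.06 mM NADH and 0.2 mM pyruvate for 5 min at room temperature in Tris pH 7.4. Remaining NADH was coupled through diaphorase/resazurin, and resorufin fluorescence was read at 0 and 20 min.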
# Starred values were filed as active, the others as inactive; ? = inconclusive; / = not tested or not shown; & = joins results of further samples; [ ] = remark or other dose. Unless noted, calls come from the whole dose curve; as a rule, active = well fitted curve in the direction sought with a large enough effect; inconclusive = small, poorly fitted or top-dose-only effect, or another doubt; inactive = no such curve, though single readings can be large; an effect the other way counts as inactive or inconclusive.
# The opening two entries, to show the layout:
SMILES,POLB inh,Pol iota inh,Pol eta inh,POLK inh,Anesthetic bind,BLM inh,APEX1 inh,Glioma ERSR ind,LDHA inh
O=C(Nc1ccc2oc(-c3ccncc3)nc2c1)c1cccs1,22µM*,6%,?,-27%,-4%,?,9%,-1%,-12
O=C(CCCN1Cc2ccccc2C1)c1ccc(F)cc1,2%,-15%,-11%,-4%,-11%,4%,-2%,1%,-3

# This part in full, previewed entries included:
SMILES,POLB inh,Pol iota inh,Pol eta inh,POLK inh,Anesthetic bind,BLM inh,APEX1 inh,Glioma ERSR ind,LDHA inh
O=C(Nc1ccc2oc(-c3ccncc3)nc2c1)c1cccs1,22µM*,6%,?,-27%,-4%,?,9%,-1%,-12
O=C(CCCN1Cc2ccccc2C1)c1ccc(F)cc1,2%,-15%,-11%,-4%,-11%,4%,-2%,1%,-3
COc1ccccc1N1CC(C(=O)OCc2nc(N)nc(Nc3ccccc3)n2)CC1=O (stereo unspecified),/,-6%,0%,-15%,/,/,-6%,-4%,-9
Cc1ccc(CNC(=O)CCCN2C(=S)NC(C)(C)CC2C)cc1 (stereo unspecified),22%,148%[activator],?,-4%,-8%,-4%,-1%,-3%,-5
CCCN1C(=O)/C(=N\OCC(=O)Nc2ccc(C(C)C)cc2)c2ccccc21,6%,18%,-6%,-12%,?,-10%,-9%,-3%,-3
CN(C(=O)COc1ccc(Oc2ccccc2)cc1)C1CCS(=O)(=O)C1 (stereo unspecified),-4%,94%[activator],-12%,-5%,-6%,-14%,-1%,-4%,-4
Cc1cc(C)cc(NC(=O)C2CCN(S(=O)(=O)c3ccc4c(c3)oc(=O)n4C)CC2)c1,5%,-10%,-1%,-3%,0%,0%,/,-5%,0
CC1=C(C(=O)Nc2ccccc2)C(c2ccccn2)n2nc(CCCO)nc2N1 (stereo unspecified),0%,-5%,-8%,9%,-10%,-3%,12%,-6%,-3
COc1ccccc1NS(=O)(=O)c1ccc(N/N=C/c2c(C)nn(-c3ccccc3)c2N2CCCC2)c([N+](=O)[O-])c1,23%,137%[activator],-12%,-4%,-11%,-6%,-1%,-5%,-3
CC(N)COC(=O)C(CCCCN)NC(=O)Cc1c(-c2ccc3ccccc3c2)[nH]c2c1ccc1ccccc12 (stereo unspecified),/,/,/,-12%[12 µM],3%,-12%,9%,1%,/
CC(C)(C)n1nc2c(c1NC(=O)Cc1ccc(F)cc1)CS(=O)(=O)C2,46%,21%,-5%,-4%,-15%,1%,59%,-4%,-5
COc1ccc(-c2nn(-c3ccccc3)cc2/C=C/C(=O)O)cc1[N+](=O)[O-],?,-26%,-2%,3%,-9%,10%,-9%,-4%,-5
O=C(NCc1ccco1)c1cccc(NC(=O)c2ccco2)c1,-2%,?,?,?,-9%,-5%,-3%,-6%,-4
CSc1ccc(S(=O)(=O)N2CCC(C(=O)NCCCn3ccnc3)CC2)cc1,19%,10%,?,2%,-5%,0%,-1%,-5%,5
COC(=O)c1cc(NC(=O)COC(=O)CCc2c[nH]c3ccccc23)cc(C(=O)OC)c1,/,3%,-4%,-23%,/,/,-12%,-4%,-2
Cc1ccc2cccc(OCC(=O)N(C)CC(=O)Nc3ccc(F)cc3)c2n1,/,2%,1%,-13%,/,/,-6%,-1%,0
Cc1cccc(C)c1NC(=O)NNC(=O)c1cc(C(C)(C)C)nn1Cc1ccccc1,-4%,35%[activator],-21%,1%,2%,1%,-4%,-4%,-5
Cc1cccc(/C=c2\s/c(=C\C(=O)C(C)(C)C)[nH]c2=O)c1,0%,0%,-14%,-10%,?,2%,-3%,-2%,0
O=C(OCc1ccccc1)c1ccc(NCc2cc(O)ccc2O)cc1,/,19%,?,-5%,/,/,/,-8%,24
CCCC(c1nnnn1Cc1ccco1)N1CCC(C(N)=O)CC1 (stereo unspecified),2%,-3%,5%,-4%,-11%,-1%,2%,-2%,3
COc1ccc(NC(=O)c2c(NCc3ccc(C)o3)sc3c2CCCCC3)c(OC)c1,-3%,?,-8%,-15%[60.1 µM],-16%,-9%,/,-5%,1
COc1ccccc1C=NNc1ccc([N+](=O)[O-])cn1,/,100%[activator],-14%,-1%,/,/,/,-2%,-5
O=C(NC(c1ccccc1)c1ccccc1)c1ccccc1,/,-2%,6%,-13%,/,/,/,-1%,1
COc1cc(/C=C/C(=O)NCCN2CCOCC2)cc(OC)c1OC,1%,4%,-13%,-10%,-9%,3%,-6%,-4%,-4
O=C1Nc2cc(Cl)ccc2Oc2cc(Oc3ccccc3)ccc21,0%,-6%,-9%,-3%[60.1 µM],6%,-10%,/,-2%,-2
COc1ccc(C(C)C)cc1S(=O)(=O)n1ccnc1C,74%,22%,-14%,-1%,2%,1%,0%,-2%,-6
CCCCn1c(N)c(N(CC)C(=O)C2COc3ccccc3O2)c(=O)[nH]c1=O (stereo unspecified),/,-8%,-5%,-4%,/,/,-23%,-5%,1
CC(=O)c1ccc(OCc2cc(C(=O)NCCn3nc(C)cc3C)no2)cc1,12%,21%,-13%,-9%,-8%,-2%,25%,7%,-1
O=C(c1ccccc1)c1cn(Cc2ccc(F)cc2)c2ccccc2c1=O,9%,24%,-10%,-7%,-25%,1%,/,-4%,-12
Cc1cc(NC(=S)N(CCN2CCCCC2)Cc2ccco2)ccc1Cl,-2%,101%[activator],-21%,-16%,-19%,-3%,-2%,-3%,-1
O=C(COc1ccc2ccc(=O)oc2c1)N1CCN(c2ccccc2)CC1,13%,157%[activator],-20%,2%,3%,1%,0%,-1%,-5
Cc1cc(C)n(-c2ccc(C(=O)OCC(=O)Nc3ccccc3F)cc2)n1,/,27%,-8%,8%,/,/,17%,-4%,-6
CCS(=O)(=O)CCn1c([N+](=O)[O-])cnc1C,52%,-2%,-8%,5%,0%,-3%,12%,-3%&-2%&-1%,-3
CN(C)S(=O)(=O)N1CCc2ccc(NC(=O)c3ccc(C(F)(F)F)cc3)cc2C1,-12%,-1%,-18%,-22%,-19%,-25%,-5%,9%,-4
CCc1nc(SCC(=O)NCc2ccco2)c2c3c(sc2n1)CCCC3,14%,29%,7%,-5%,-4%,-1%,2%,0%,0
CCN(CC)c1cc(C)c(C#N)c2nc3ccccc3n12,?,3%[58.9 µM],-9%,-15%,4%,-1%,4%,-1%,-2
Cc1noc(C)c1CSc1ccc(Br)cc1,5%,?,12%,-6%,?,1%,-8%,0%,2
O=C(O)CNS(=O)(=O)Cc1ccccc1,15%,14%,-16%,0%,2%,2%,0%,-2%,-3
O=C(O)CC(c1ccc(Cl)cc1)N1Cc2ccccc2C1=O (stereo unspecified),-1%,-15%,-8%,-5%,0%,2%,74%[activator],-1%,0
CCCCNC(=O)CSc1nc2ccccc2nc1Cc1ccc(Cl)cc1,5%,17%,-8%,-6%[60.1 µM],1%,-3%,/,-3%,5
CC(Oc1cccc2cccnc12)C(=O)N/N=C/c1ccccc1 (stereo unspecified),?,91%[activator],-7%,-6%,-16%,-2%,-1%,-3%,-6
O=C(CCNC(=O)c1ccc([N+](=O)[O-])cc1)Nc1cccc(S(=O)(=O)N2CCCCC2)c1,-18%,-2%,-1%,0%,-3%,-1%,-4%,2%,0
COc1ccc(Oc2nc(C)nc3c2oc2ccccc23)cc1,4%,8%,-19%,-10%,-23%,-11%,-7%,1%,-5
CC(C)CC(c1nnnn1C1CCCC1)N1CCN(C(=O)c2ccco2)CC1 (stereo unspecified),0%,-15%,-6%,-9%,-17%,-6%,-2%,4%,-1
O=C(N/N=C/c1cccnc1)c1ccc2c(c1)OCCO2,35%,38%[activator],-7%,7%,1%,2%,?,-3%,-7

# 2 successive entries from above, for reference:
SMILES,POLB inh,Pol iota inh,Pol eta inh,POLK inh,Anesthetic bind,BLM inh,APEX1 inh,Glioma ERSR ind,LDHA inh
O=C(COc1ccc2ccc(=O)oc2c1)N1CCN(c2ccccc2)CC1,13%,157%[activator],-20%,2%,3%,1%,0%,-1%,-5
Cc1cc(C)n(-c2ccc(C(=O)OCC(=O)Nc3ccccc3F)cc2)n1,/,27%,-8%,8%,/,/,17%,-4%,-6

# Additional entries
SMILES,POLB inh,Pol iota inh,Pol eta inh,POLK inh,Anesthetic bind,BLM inh,APEX1 inh,Glioma ERSR ind,LDHA inh
O=C(O)CCC(=O)Nc1ccc(OCC2CCCO2)cc1 (stereo unspecified),13%,-5%,-6%,-11%,1%,3%,13%,-6%,-3
CN1C(=O)CSc2ccc(NC(=O)N3CCC(N4CCCCC4)CC3)cc21,-3%,10%,-2%,-7%,-15%,5%,5%,-2%,-6
Cc1ccc(OCc2cc(C(=O)NC3CCc4ccccc43)no2)cn1 (stereo unspecified),9%,3%,3%,4%,?,1%,7%,0%,-1
CS(=O)(=O)Nc1cccc(C2=NN(C(=O)c3cccc([N+](=O)[O-])c3)C(c3cccs3)C2)c1 (stereo unspecified),22%,-7%,-19%,-4%,-3%,-10%,-26%,-7%,-6
CCC1=NN(C(=O)Cc2ccccc2)C(O)(c2ccncc2)C1 (stereo unspecified),-20%,18%,2%,2%[60.1 µM],-10%,-9%,6%,-3%,-2
Cc1cc(NC(=S)NC(=O)/C=C/c2ccc(S(=O)(=O)N3CCOCC3)cc2)ccc1Br,-7%,13%,-2%,-2%,-16%,-9%,-2%,-1%,-6
Cc1csc(NC(=O)c2ccccc2[N+](=O)[O-])n1,22%,18%,-7%,-1%,-3%,-1%,0%,2%,0
Cn1cccc1C(=O)OCC(=O)N1c2ccccc2NC(=O)C1(C)C,0%,35%,-19%,6%,-2%,-5%,-1%,-4%,1

# A portion of the library (hit frequency here may not be typical).
